HEK293 tox = kills HEK 293 cells | Potency, µM (top dose mostly 115 µM), without a hit: top-dose activity change, negative = cytotoxicity, usual class: inhibitors | 6.6% of 94,000 active | HEK 293 viability, ATP luminescence (CellTiter-Glo), 48-72 h; also: potency is read from the fitted curve at half-maximal effect; nearly all actives have a fitted effect of over 60% in size
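Pintool-delivered compounds were incubated with HEK 293 cells (250 cells/well) at 37 degree Celsius for 48 or 72 hr. ATP-dependent luminescence (CellTiter-Glo) then reported remaining viable cells.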
NIH3T3 tox = NIH 3T3 cell cytotoxicity; NIH 3T3 viability, CellTiter-Glo ATP luminescence, 48-72 h; Potency, µM (titrated, usually from 96.7 µM), for the others: at the top dose activity change, negative = cytotoxicity, most hits filed as inhibitors; 4.3% of 94,000 active; also: potency is read from the fitted curve at half-maximal effect; nearly all actives have a fitted effect of over 55% in size
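First NIH 3T3 cells are plated at 400 cells/well; next compound is pinned in; then plates incubate 48 or 72 hr at 37 °C; finally CellTiter-Glo is added and luminescence read after 10 min.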
SNCA expr inhib = reduces expression of the alpha-synuclein gene; AID 1671194; 0.17% of 140,000 active; HEK-293 SNCA-luciferase knock-in, luminescence, 24 h; Potency, µM (doses to about 57.2 µM), inactives show at the top dose activity change, negative = inhibition, most hits filed as inhibitors;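 also: potency is read from the fitted curve at half-maximal effect; plate controls were DMSO cells for no effect and cell-free wells for full effect; nearly all actives have a fitted effect of over 45% in size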
GPT2 inh = blocks human glutamate pyruvate transaminase 2; Potency, µM (doses to about 57.7 µM), without a hit: at the top dose activity change, negative = inhibition, hits mostly inhibitors; Recombinant GPT2, coupled pyruvate oxidase/HRP Amplex Red fluorescence; 0.25% of 100,000 active; AID 1671188; Q8TD30; also: potency is read from the fitted curve at half-maximal effect; nearly all actives have a fitted effect of over 60% in size; many of its hits are not listed in these tables
Target sequence (Q8TD30 whole entry, looked up): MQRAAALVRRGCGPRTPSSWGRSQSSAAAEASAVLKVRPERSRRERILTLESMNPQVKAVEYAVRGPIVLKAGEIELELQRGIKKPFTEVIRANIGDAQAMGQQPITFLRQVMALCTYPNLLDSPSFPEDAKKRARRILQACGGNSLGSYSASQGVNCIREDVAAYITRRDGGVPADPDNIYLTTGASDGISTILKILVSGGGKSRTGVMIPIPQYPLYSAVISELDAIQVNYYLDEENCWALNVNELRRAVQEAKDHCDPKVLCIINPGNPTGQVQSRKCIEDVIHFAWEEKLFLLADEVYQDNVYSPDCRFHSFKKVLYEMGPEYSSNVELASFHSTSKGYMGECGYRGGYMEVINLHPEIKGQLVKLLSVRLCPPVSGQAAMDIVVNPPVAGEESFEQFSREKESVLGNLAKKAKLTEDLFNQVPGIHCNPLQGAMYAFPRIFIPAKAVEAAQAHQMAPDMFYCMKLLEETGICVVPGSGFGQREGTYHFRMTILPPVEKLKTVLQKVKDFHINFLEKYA
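Recombinant GPT2 (10ng/uL) with 250uM a-KG and 2mM L-alanine, 30 min at room temperature, in HEPES pH 7.5 buffer. Pyruvate detected by pyruvate oxidase/HRP/Amplex Red fluorescence after 30 min in the dark; AOA (50uM) as positive control.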
Luciferase inh = inhibitors of firefly (Photinus pyralis) luciferase; Potency, µM (doses to about 115 µM), for inactives: at the top dose activity change, negative = inhibition, most hits filed as inhibitors; purified P. pyralis luciferase, luminescence, biochemical; 2.5% of 76,000 active; AID 1347043; P08659; also: potency is read from the fitted curve at half-maximal effect; nearly all actives have a fitted effect of over 65% in size
Target sequence (P08659 whole entry, looked up): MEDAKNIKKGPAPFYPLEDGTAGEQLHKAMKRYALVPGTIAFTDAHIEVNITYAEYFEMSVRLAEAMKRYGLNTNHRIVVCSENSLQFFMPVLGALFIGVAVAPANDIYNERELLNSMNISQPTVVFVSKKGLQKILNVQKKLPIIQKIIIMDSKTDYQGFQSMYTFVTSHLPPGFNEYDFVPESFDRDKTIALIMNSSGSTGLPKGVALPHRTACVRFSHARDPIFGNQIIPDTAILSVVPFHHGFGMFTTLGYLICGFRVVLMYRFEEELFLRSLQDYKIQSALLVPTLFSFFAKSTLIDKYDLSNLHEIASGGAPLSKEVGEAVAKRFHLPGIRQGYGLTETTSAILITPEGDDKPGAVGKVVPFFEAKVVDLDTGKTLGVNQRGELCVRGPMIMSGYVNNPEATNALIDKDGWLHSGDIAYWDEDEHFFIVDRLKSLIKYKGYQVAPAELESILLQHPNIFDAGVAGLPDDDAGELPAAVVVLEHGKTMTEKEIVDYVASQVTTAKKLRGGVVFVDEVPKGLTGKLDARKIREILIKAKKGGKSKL
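FLuc 10nM, D-luciferin 10uM, ATP 10uM, Mg acetate 10mM, Tris acetate pH 7.5, Tween/BSA; cpd qHTS; enzyme added last; CCD luminescence.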
SNCA viab count = reduces viability of HEK-293 SNCA reporter cells; HEK-293-SNCA-luc viability, GF-AFC fluorescence, 24 h; Potency, µM (top dose mostly 57.1 µM), for inactives: at the top dose activity change, negative = cytotoxicity, usual class: cytotoxic; 0.12% of 150,000 active; AID 1671193;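 also: potency is read from the fitted curve at half-maximal effect; 0% = DMSO-treated cells and -100% = medium-only wells without cells; nearly all actives have a fitted effect of over 30% in size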
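HEK-293-SNCA-luc cells (1500/well) plated 24 h, then exposed 24 h to a dilution series; GF-AFC added 30 min at 37C, fluorescence 405/540 nm; normalised to medium-only and DMSO wells, Hill fit.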
IP6K1 inhibitor = inhibitors of human IP6K1. 0.81% of 140,000 active. AID 1645851. IP6K1 kinase, ADP-Glo luminescence, 2 h; stronger effect = lower value. Q92551. activity change, % (series mostly up to about 58 µM); in the data active = activity change below about -25%
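ADP-Glo luminescence measures ADP made by human IP6K1 during a 2 h RT reaction with ATP/IP6 (mix at 1.3 mM/130 uM); top library doses 57.5 and 19.1 uM final.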
An asterisk follows results filed as active; i = inactive; u = inconclusive; x = not tested or not shown; & = joins results of further samples; [ ] = remark or other dose. Unless noted, calls follow the shape of the dose curve; as a rule, active = well fitted curve in the direction sought with a large enough effect; inconclusive = small, poorly fitted or top-dose-only effect, or another doubt; inactive = no such curve, though single readings can be large; an effect the other way counts as inactive or inconclusive. Unless noted, % is scaled to controls: 0 for no effect and ±100 for the full control effect. Not all compounds are listed. The share of hits here may be higher or lower than overall.

The first 2 compounds, ahead of the listing:
SMILES | HEK293 tox | NIH3T3 tox | SNCA expr inhib | GPT2 inh | Luciferase inh | SNCA viab count | IP6K1 inhibitor
O=C(c1cccs1)N1CC[C@H](c2nnc(Cc3c[nH]c4ccccc34)o2)C1 | u | -30%[174 µM] | -17%[87.6 µM] | 4%[88.5 µM] | 4%[172 µM] | -16%[87.6 µM] | -3
O=C(NCC1CC1)c1nc2c(o1)CCN(Cc1cccc(F)c1F)CC2 | u | u | 5%[87.6 µM] | i | 12%[172 µM] | -8%[87.6 µM] | 35

This part in full, from the start:
SMILES | HEK293 tox | NIH3T3 tox | SNCA expr inhib | GPT2 inh | Luciferase inh | SNCA viab count | IP6K1 inhibitor
O=C(c1cccs1)N1CC[C@H](c2nnc(Cc3c[nH]c4ccccc34)o2)C1 | u | -30%[174 µM] | -17%[87.6 µM] | 4%[88.5 µM] | 4%[172 µM] | -16%[87.6 µM] | -3
O=C(NCC1CC1)c1nc2c(o1)CCN(Cc1cccc(F)c1F)CC2 | u | u | 5%[87.6 µM] | i | 12%[172 µM] | -8%[87.6 µM] | 35
COc1ccc(NC(=O)CCn2cnnn2)cc1 | x | x | 3% | x | x | 0% | 4
C=CCCC(CN1CCOCC1)Oc1ccc(-c2ccccc2)nn1 (stereo not given) | -23% | -15% | 2% | u | 5% | 3% | 2
COc1cccc(-c2ccc(CN3CCN(c4cc(Cl)ncn4)C(=O)C3)cc2)c1 | u | u | 53%[activator] | 3% | -26% | -1% | 32
CCOc1cc(C(=O)NC2CCN(c3cc(-c4ccccc4)[nH]n3)CC2)cc(OCC)c1OCC | 45µM* | u | -20% | 1% | -5% | -5% | 23
O=C(CSc1nc2c([nH]c3ccccc32)c(=O)n1-c1ccccc1F)Nc1cccc(Cl)c1 | x | x | u | x | x | -20% | 1
CSc1nnc2[nH]c(=O)cc(C)n12 | x | x | 21% | x | x | 3% | 2
CCn1nccc1C(=O)N1CCC(Cc2ccc(C(=O)NCCOC)cc2)CC1 | -14% | -12% | 10% | i | 5% | 0% | -5
O=C(NCCc1ccc(F)cc1)C1CCN(C(=O)c2ccc(-c3cccs3)cc2)CC1 | u | u | x | x | x | x | -13
CC(C)NC(=O)N(C1CCOCC1)C1CN(S(=O)(=O)c2cn(C)cn2)C1 | i | 3% | -3% | -9% | 0% | 2% | 7
Cc1c(C(=O)NCc2ccccc2Cl)sc2nc(-c3ccc(F)cc3)cn12 | x | x | u | x | x | 5% | 5
O=C(Cn1nc2c(cc1=O)CCCC2)NCCCN1CCOCC1 | -4% | -6% | 9% | i | 0% | 3% | 5
COc1ccc(N2CC(c3noc(-c4ccc(C(C)(C)C)cc4)n3)CC2=O)cc1 (stereo not given) | 45µM* | u | -30% | i | -23% | -1% | -2
CN(C)c1ccc(CN2CCNc3cc(Nc4ccccc4)ncc3C2)cc1 | u | 56µM* | 8%[87.6 µM] | i | -13%[172 µM] | u | -6
CCCN1C(=O)Cc2ccccc2C1C(=O)NCc1ccc(F)c(Cl)c1 (stereo not given) | u | u | u | i | 12% | -1% | -1
COc1ccc(-c2nc(C(C)C)nc3c2CCN(C(=O)NC2CCCC2)CC3)cc1 | -26% | u | -7% | i | 0% | u | 8
C#CCNC(=O)c1ccc2nc(-c3cccnc3)oc2c1 | -21%[172 µM] | -10%[138 µM] | -2%[87.6 µM] | 4%[88.5 µM] | x | -4%[87.6 µM] | 1
Cc1cc(F)ccc1NC(=O)c1sc2nc(-c3cccs3)ccc2c1N | x | x | 13% | x | x | u | -9
COc1ccc(C2Cn3nnc(-c4noc(-c5cc(F)ccc5Cl)n4)c3CO2)cc1 (stereo not given) | 1% | 5% | -9% | u | 0% | 3% | 2
CCCCCNC(=O)c1ccc2c(c1)nc(C)n2-c1cccc(C)c1 | x | x | 48%[activator] | x | x | -6% | 4
COc1ccccc1-c1cc(C(=O)NCc2ccc(F)cc2)c2cnn(C)c2n1 | i | -3% | -19% | u | x | -3% | -4
O=C(NC(C(=O)N1CCCC1)C1CCN(C(=O)c2ccc3c(c2)OCO3)CC1)c1ccc(F)cc1 (stereo not given) | -22% | -19% | 1% | 4% | -4% | 4% | -7
CC(=O)N1CCC(CC(=O)N2CCCC(c3[nH]ccc3C(N)=O)C2)CC1 (stereo not given) | -10% | -19% | 3% | -4% | -5% | 0%[12.5 µM] | 30
Cc1nc(-c2ccccc2OC2CN(C(=O)c3ccnn3C)C2)no1 | 8% | -11% | 0% | -6% | 0% | -3% | -14
CCc1nc(C)c(CC(=O)NCc2cc(F)cc3c(C)c(CC)[nH]c23)c(=O)[nH]1 | -25% | u | 5% | i | 2% | 5% | 6
CN(C)C[C@@H]1CN(c2ncccn2)C[C@H]1NC(=O)c1cc(F)ccc1Cl | i | i | -1% | i | 2% | 3% | 4
CNC(=O)c1cccc(-c2cnc3[nH]cc(CC(=O)N(C)c4ccccc4)c3c2)c1 | 45µM* | 20µM* | -1%[87.6 µM] | 2%[88.5 µM] | -7%[172 µM] | u | -29*
COc1ccc(S(=O)(=O)N2CCC(Oc3ccc(-n4cnnn4)cc3)CC2)cc1OC | x | x | 34%[activator] | x | x | 21% | -8
CCOc1ccc(OCC)c(NC(=O)c2csc3c2CCCC3)c1 | x | x | 36%[activator] | x | x | 4% | -14
Cc1c(Cl)cccc1NC(=O)c1ncoc1-c1ccco1 | x | x | -15% | x | x | 16% | 31
COc1ccc(-c2nnc3n2CCN(C(=O)c2ccc(C)cc2)C3)cc1 | -9%[172 µM] | -3%[138 µM] | -19%[87.6 µM] | i | 4%[172 µM] | -2%[87.6 µM] | 11
CCN1C(=O)C2(CCN(C(=O)N(C)C)CC2)c2ccccc21 | 3% | -3% | -17% | 4% | 1% | 6% | -7
COC(=O)c1ccccc1NC(=O)CSc1nc(-c2ccccc2)cc(C(F)(F)F)n1 | x | x | 9% | x | x | 0% | -6
CC(C)NC(=O)c1cn2cc(-c3ccc(F)cc3)sc2n1 | u | u | 15%[87.6 µM] | u | x | 2%[87.6 µM] | 13
O=C(Cc1csc(-c2ccccc2)n1)N[C@H](c1ccccn1)C1CC(O)C1 (stereo not given in full) | -27% | -22% | -10% | 5%[11.5 µM] | -2% | -1% | 8
O=C(CCc1ccccc1)N1CCC(Oc2cnc3c(ccn3-c3cncnc3)c2)CC1 | u | u | -14%[87.6 µM] | -3%[88.5 µM] | 12%[172 µM] | -14%[87.6 µM] | -11
O=C(Nc1cc(Cl)cc(Cl)c1)c1ccc(F)c(S(=O)(=O)NCc2ccccc2Cl)c1 | x | x | u | x | x | -27% | 4
COCc1ncc(C)n1C1CCCN(C(=O)CCn2nc(C)cc2C)C1 (stereo not given) | -4% | -28% | -21% | -8% | x | 14% | -5
Cc1ccc2oc(=O)c3cnn(CC(=O)N4CCN(c5cc(Cl)ccc5C)CC4)c3c2c1 | x | x | -8% | x | x | 0% | 4
COc1ccc(C(C)NC(=O)c2noc(-c3ccc[nH]c3=O)n2)cc1OC (stereo not given) | 9% | 2% | u | u | 6% | 12% | 13
O=C(N[C@H]1CCN2C(=O)c3ccc(Cl)cc3NC(=O)[C@H]12)C1CCCC1 | -27%[172 µM] | -16%[174 µM] | 3%[87.6 µM] | 2%[88.5 µM] | -6%[172 µM] | -4%[87.6 µM] | 6
COc1ccc(NC(=O)Nc2c[nH]c(=O)[nH]c2=O)c(OC)c1 | x | x | 1% | x | x | 6% | 11
CS(=O)(=O)NC[C@H]1O[C@@H](CO)[C@@H](O)C1N1CCN(c2ccccc2)CC1 (stereo not given in full) | i | i | -1% | -19% | -5% | 7% | 11
CC[C@]12CCCN3CCc4c(n(c5ccccc45)C(=O)C1)[C@@H]32 | x | x | -8%[25.6 µM] | -6% | x | -13% | 21&7
CCc1noc(-c2cn(C3CCCN(C(=O)COc4ccccc4)C3)nn2)n1 (stereo not given) | 3% | -17% | -9% | i | 2% | -1% | -1
Cc1noc([C@@H]2CNC[C@H]2C(=O)N(C)Cc2ccc(N3CCOCC3)cc2)n1 | u | -2% | 25% | 4% | -17% | 3% | 4
COCCOC1CCN(C(=O)Cc2ccccc2)CC1 | -27% | i | -1% | i | 6% | 5%[12.5 µM] | 34
CC(C)NC(=O)CC[C@@H]1CNC(=O)[C@@H]2C[C@H](NCc3ccccc3)CN12 | -10%[172 µM] | -3%[174 µM] | 8%[87.6 µM] | 4%[88.5 µM] | 0%[172 µM] | 2%[87.6 µM] | -1
Cc1ccc2c(c1)-c1nc(-c3ccc4c(c3)NC(=O)CO4)cc(-c3ccccc3)c1CO2 | x | x | -17% | x | x | 2% | -3
Cc1ccc(C)c(NC(=O)CSc2nc(=O)n(Cc3ccccn3)c3c2CCC3)c1 | x | x | -8% | x | x | 17% | 32
O=C(C1CC1)N1CC2(CCCN2C2COC2)Cc2ccccc21 (stereo not given) | 3% | i | -9% | -5% | x | -16% | -9
CC(C)(C(=O)O)c1cnc(N2CC[C@H](CO)[C@H](O)C2)nc1N1CCOCC1 | 1% | 0% | 21% | i | -5% | 5% | -5
O=C(NCCc1ccccc1)N1CCCCCC1CN1CCOCC1 (stereo not given) | 1% | i | 4% | i | -12% | -1% | -17
COCc1ccc2c(c1)c(OC(C)(C)C(=O)NC1CCOCC1)nn2Cc1ccccc1 | u | u | 21%[87.6 µM] | i | 0%[172 µM] | 3%[87.6 µM] | 2
Cn1c(=O)c2[nH]c(C3CCCC3)nc2n(C)c1=O | x | x | -3% | i | x | -4% | x
COc1cccc(NC(=O)CCSc2nc(-c3ccco3)cc(C(F)(F)F)n2)c1 | x | x | u | x | x | u | -14
CCOc1ccccc1NC(=O)C1CCN(S(=O)(=O)c2cccs2)CC1 | x | x | 4% | x | x | 4% | 27
CC(=O)N1CCCN(Cc2nnc(C(=O)N3CCC[C@@H]3c3cccc(F)c3)n2-c2ccccc2)CC1 | u | u | 6% | -21% | 8% | -4% | 4
Cc1cccn2c(=O)cc(COc3cccc(NC(=O)COc4ccccc4)c3)nc12 | x | x | -9% | x | x | 6% | 30

Continued:
SMILES | HEK293 tox | NIH3T3 tox | SNCA expr inhib | GPT2 inh | Luciferase inh | SNCA viab count | IP6K1 inhibitor
CCC(O)CNc1ccc(-c2nc(COC)no2)cn1 (stereo not given) | 3% | i | 53%[activator] | i | -22% | 13% | 5
COc1cccc(C(O)c2nc(C(=O)Nc3ccccc3)c(C)o2)c1 (stereo not given) | u | u | 41%[activator][87.6 µM] | 0%[88.5 µM] | 10%[172 µM] | -6%[87.6 µM] | 3
COc1cccc(CN2CCCC(c3nc(CCOc4cccc(C)c4)no3)C2)c1 (stereo not given) | u | u | -7% | i | 5% | -9% | -8
Cc1cc(C(=O)N2CCC3(CC2)c2[nH]c4ccccc4c2CCN3C)n(C)n1 | 40µM* | -16% | 2% | i | -3% | -7%[12.5 µM] | 4
